GASC1 inh = inhibitors of GASC-1 (KDM4C) histone demethylase, primary screen, biochemical, single concentration HTS | GST-KDM4C 2-372, H3K9me3 peptide, LANCE TR-FRET | inhibition, % at 12.5 µM | 96,000 tested, 0.15% active | AID 720574, 2013;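 active = mean replicate inhibition above about 25%, with at least 55% of replicates also reaching it, limit read from the data, passing the limit was not always enough; inconclusive = only one of those two conditions met; inactive = neither condition met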
Target sequence (Q9H3R0 2-372 limits assumed): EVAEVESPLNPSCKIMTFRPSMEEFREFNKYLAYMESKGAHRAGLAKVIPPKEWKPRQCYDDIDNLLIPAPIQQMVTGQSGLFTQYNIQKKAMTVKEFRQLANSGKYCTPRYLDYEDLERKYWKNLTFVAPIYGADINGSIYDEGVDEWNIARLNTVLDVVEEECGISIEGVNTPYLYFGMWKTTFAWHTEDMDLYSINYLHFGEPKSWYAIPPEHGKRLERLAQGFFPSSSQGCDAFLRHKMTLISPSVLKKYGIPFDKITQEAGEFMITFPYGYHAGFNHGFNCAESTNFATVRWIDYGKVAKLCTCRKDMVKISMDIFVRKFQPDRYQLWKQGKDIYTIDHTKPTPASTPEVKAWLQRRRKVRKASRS
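Material: GST-tagged GASC-1 (JMJD2C) catalytic fragment, aa 2-372 / Quantity: enzyme final amount 10 nM / Medium: HEPES buffer, pH 7.5, plus ascorbate / Doses: one test concentration per compound / Incubation: 30 min reaction, 60 min detection, RT / Measured by: LANCE TR-FRET / Read-out: inhibition from TR-FRET ratio decrease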
Pf Dd2 inh = P. falciparum Dd2 growth inhibitors, primary screen, SYBR Green fluorescence, single dose replicates. 72 h; active compounds read low. activity change, % at 10 µM. 94,000 tested, 2.3% active; in the data active = activity change below about -80%; inconclusive = no clear call, values can overlap the other calls
C diff growth = C. difficile growth inhibitors, primary screen, HTS. growth activity, negative = inhibition, % at 16 µg/mL (by protocol). Clostridium difficile clinical isolate growth, OD600, 24 h; active compounds read low. 86,000 tested, 0.25% active;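 active = mean growth activity at or below -80% and every replicate also at or below -80%; inconclusive = mean at or below -80% but some replicate above -80%; inactive = mean growth activity above -80%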;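 also: 0% = DMSO wells and -100% = levofloxacin 16 µg/mL wells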
T cruzi growth = T. cruzi intracellular proliferation inhibitors, primary screen, cell-based, beta-gal Tulahuen parasites, NIH3T3 host, luminescence. T. cruzi beta-gal in NIH3T3, GalScreen luminescence, 90 h. 77,000 tested, 5.9% active. AID 624255, 2012. inhibition, % at 8.34 µM;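 active = mean inhibition above about 93%, with at least 55% of replicates each passing it, limit read from the data, passing the limit was not always enough; inconclusive = only one of those two conditions holds; inactive = neither condition holds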
* hit, by the source's call; ? = inconclusive; nt = no result given; & = joins results of further samples.

smiles	C diff growth	T cruzi growth	GASC1 inh	Pf Dd2 inh
CNC[C@@H]1Oc2ncc(/C=C/c3ccccc3)cc2C(=O)N([C@H](C)CO)C[C@H]1C	nt	92	-2.1	-61
C[C@H](CO)N1C[C@H](C)[C@H](CN(C)Cc2ccccc2)OCc2ccccc2-c2c(n(C)c3ccccc23)C1=O	52	nt	-2.4	-39
CN(C)CC(=O)N1[C@@H](CO)[C@@H](c2ccccc2)C12CN(C(=O)c1cccc(F)c1)C2	2	nt	1.0	10
CCC(=O)N(C)C[C@@H]1Oc2ncc(-c3ccccc3C)cc2C(=O)N([C@H](C)CO)C[C@H]1C	-1	-24	-1.2	9
C[C@H](CO)N1C[C@H](C)[C@H](CN(C)Cc2ccncc2)Oc2ccc(NC(=O)C3CC3)cc2CC1=O	1	-5	0.4	-2
O=C(NCC[C@H]1CC[C@H](NS(=O)(=O)c2cccc(F)c2)[C@@H](CO)O1)Nc1cc(F)ccc1F	6	6	1.7	7
C[C@@H]1CCCCO[C@@H](CN(C)Cc2ccc(Cl)c(Cl)c2)[C@H](C)CN([C@@H](C)CO)C(=O)c2cc(N(C)C)ccc2O1	15	nt	16	-34
CC(=O)Nc1ccc2c(c1)C(=O)N(C)[C@@H]1CC[C@H](CC(=O)Nc3cn(C)nc3C)O[C@@H]1CO2	-4	11	5.4	11
Cc1ccccc1S(=O)(=O)NCC[C@@H]1CC[C@@H](NC(=O)Nc2cccc(Cl)c2)[C@H](CO)O1	nt	10	-0.6	-33
C[C@H]1CN([C@@H](C)CO)C(=O)c2cc(NS(=O)(=O)c3ccc(Cl)cc3)ccc2O[C@@H]1CN(C)CC1CCCCC1	-3	-27	0.8	23
C[C@H]1CN([C@@H](C)CO)S(=O)(=O)c2ccc(C3=CCCCC3)cc2O[C@@H]1CN(C)C(=O)CC1CC1	-5	59	0.5	-14
O=C(C[C@@H]1CC[C@@H]2[C@H](COC[C@H](O)CN2CC2CCOCC2)O1)NCC1CCCCC1	-4	6	2.6	1
COCC#Cc1ccc2c(c1)O[C@H](CN(C)S(=O)(=O)c1ccc(C)cc1)[C@@H](C)CN([C@H](C)CO)S2(=O)=O	8	60	-0.2	-51
CCCNC(=O)[C@H]1[C@H](CO)[C@H]2Cn3c(ccc(-c4ccccc4F)c3=O)[C@@H]1N2C(C)=O	-1	1	0.9	nt
C[C@@H]1CN([C@@H](C)CO)C(=O)CCCn2nncc2CO[C@@H]1CN(C)Cc1ccc(C(=O)Nc2ccccc2N)cc1	nt	82	0.3	0
C[C@H](CO)N1C[C@H](C)[C@H](CN(C)Cc2ccc(C(F)(F)F)cc2)Oc2ccc(NC(=O)Cc3ccccc3)cc2C1=O	-2	59	0.0	8
CCCNC(=O)N1[C@H](C#N)[C@H](c2ccc(-c3cccc(OC)c3)cc2)[C@@H]1CO	14	99*	nt	?
C[C@@H]1CN([C@H](C)CO)C(=O)c2cc(NS(=O)(=O)c3ccccc3)ccc2O[C@@H]1CN(C)S(=O)(=O)c1ccccc1	-12	-4	1.3	6
C[C@H]1CCCCO[C@H](CN(C)C(=O)Nc2ccccc2)[C@@H](C)CN([C@@H](C)CO)C(=O)c2cc(NC(=O)CCC(F)(F)F)ccc2O1	-25	nt	0.8	nt
Cc1ccc(S(=O)(=O)Nc2ccc3c(c2)C(=O)N([C@@H](C)CO)C[C@@H](C)[C@@H](CN(C)C(=O)NC(C)C)OCCCC[C@H](C)O3)cc1	0	7	nt	9
C[C@H]1CN([C@@H](C)CO)C(=O)c2cc(NC(=O)Cc3cn(C)c4ccccc34)ccc2O[C@H]1CN(C)C(=O)Nc1ccccc1	7	5	-3.0	-29
CCCN1C[C@H](C)[C@H](OC)CN(C)C(=O)c2ccc(NC(=O)CC(F)(F)F)cc2OC[C@@H]1C	-2	nt	1.1	1
C[C@@H]1CN([C@H](C)CO)C(=O)c2cccc(NC(=O)Nc3ccc(F)cc3)c2O[C@H]1CN(C)Cc1ccccc1	-13	46	2.5	-41
O=C(N[C@@H]1CC[C@H](CCn2cc(C3CCCCC3)nn2)O[C@H]1CO)c1cccnc1	-2	nt	-1.3	-31
C[C@H](CO)N1C[C@H](C)[C@@H](CN(C)C(=O)NC2CCCCC2)Oc2ccc(NC(=O)C3CC3)cc2CC1=O	1	-3	-1.4	-10
CCC(=O)Nc1ccc2c(c1)OC[C@H](C)N(C(=O)COC)C[C@@H](C)[C@@H](OC)CN(C)C2=O	1	20	1.3	17
COc1ccc(NC(=O)Nc2ccc3c(c2)C(=O)N([C@H](C)CO)C[C@H](C)[C@@H](CN(C)C(=O)Nc2ccc4c(c2)OCO4)OCCCC[C@H](C)O3)cc1	-6	43	1.4	-25
N#C[C@H]1[C@H](c2ccc(C#CC3CCCCC3)cc2)[C@@H](CO)N1C(=O)c1cccc(F)c1	13	89	1.8	-49
CC(C)NC(=O)N(C)C[C@H]1OCCCC[C@H](C)Oc2ccc(NC(=O)C3CCCCC3)cc2C(=O)N([C@@H](C)CO)C[C@@H]1C	-4	10	-0.2	-28
COc1ccc(S(=O)(=O)Nc2ccc3c(c2)C(=O)N([C@H](C)CO)C[C@H](C)[C@@H](CN(C)C(=O)Cc2ccccc2)OCCCC[C@@H](C)O3)cc1	-1	72	15	-10

4 entries out of the list, sorted by SMILES length, high to low:
smiles	C diff growth	T cruzi growth	GASC1 inh	Pf Dd2 inh
C[C@@H]1CN([C@H](C)CO)C(=O)c2cccc(NC(=O)Nc3ccc(F)cc3)c2O[C@H]1CN(C)Cc1ccccc1	-13	46	2.5	-41
CC(=O)Nc1ccc2c(c1)C(=O)N(C)[C@@H]1CC[C@H](CC(=O)Nc3cn(C)nc3C)O[C@@H]1CO2	-4	11	5.4	11
CNC[C@@H]1Oc2ncc(/C=C/c3ccccc3)cc2C(=O)N([C@H](C)CO)C[C@H]1C	nt	92	-2.1	-61
O=C(N[C@@H]1CC[C@H](CCn2cc(C3CCCCC3)nn2)O[C@H]1CO)c1cccnc1	-2	nt	-1.3	-31

Next part.
smiles	C diff growth	T cruzi growth	GASC1 inh	Pf Dd2 inh
C[C@@H]1CCCCO[C@H](CN(C)C(=O)Cc2ccccc2)[C@H](C)CN([C@@H](C)CO)C(=O)c2cc(NS(=O)(=O)c3cn(C)cn3)ccc2O1	-4	-19	7.8	1
CC(C)NC(=O)Nc1ccc2c(c1)C(=O)N([C@@H](C)CO)C[C@@H](C)[C@@H](CN(C)S(=O)(=O)c1cccs1)OCCCC[C@H](C)O2	1	nt	0.2	nt
OC[C@@H]1[C@@H](c2ccc(C#CC3(O)CCCC3)cc2)[C@H]2CN(Cc3cncnc3)CCCCN12	-8	27	1.4	26
COc1ccc(CNC(=O)C[C@@H]2C=C[C@@H](NC(=O)c3ccc4c(c3)OCO4)[C@@H](CO)O2)cc1	nt	-25	-0.1	0
Cc1ccc(-c2cnc3c(c2)C(=O)N([C@H](C)CO)C[C@@H](C)[C@@H](CN(C)C(=O)c2cccc(F)c2)O3)cc1	1	nt	-0.1	-38
O=C(C[C@@H]1CC[C@H]2[C@@H](COC[C@H](O)CN2Cc2cccc(Cl)c2)O1)NCc1cccc(F)c1	nt	17	0.6	-23
CN(C)C(=O)C[C@@H]1CC[C@@H]2[C@H](COC[C@H](O)CN2Cc2ccc(C(F)(F)F)cc2)O1	7&-9	-4	1.6	24
Cc1ccc(S(=O)(=O)N(C)C[C@H]2Oc3ccc(NC(=O)Nc4ccc(F)cc4)cc3C(=O)N([C@H](C)CO)C[C@@H]2C)cc1	-9	22	-2.6	-61
O=C(C[C@H]1CC[C@H]2[C@@H](COC[C@@H](O)CN2C(=O)Nc2ccc(Cl)c(Cl)c2)O1)NCc1ccccc1	nt	-4	-1.0	1
OC[C@@H]1[C@H](c2ccc(-c3ccccc3)cc2)[C@H]2CN(Cc3cncnc3)CCCCN12	-3	101*	0.8	6
C[C@@H]1CCCCO[C@H](CN(C)C(=O)Nc2ccc(C(F)(F)F)cc2)[C@H](C)CN([C@@H](C)CO)C(=O)c2cc(NC(=O)NC3CCCCC3)ccc2O1	1	117*	-1.4	-71
C[C@@H]1CCCCO[C@H](CN(C)Cc2ccncc2)[C@@H](C)CN([C@@H](C)CO)C(=O)c2cc(NS(=O)(=O)c3cccs3)ccc2O1	2	9	2.1	-18
COc1ccc(NC(=O)Nc2ccc3c(c2)C(=O)N([C@H](C)CO)C[C@H](C)[C@H](CN(C)C(=O)NC2CCCCC2)OCCCC[C@H](C)O3)cc1	-4	94	-0.7	-31
O=C(C1CCCC1)N1CC(=O)N2[C@H](CO)[C@@H](c3ccc(-c4cccnc4)cc3)[C@@H]2C1	-2	nt	0.3	6
C[C@@H](NC(=O)C[C@@H]1CC[C@@H](NC(=O)Cc2ccccn2)[C@H](CO)O1)c1ccccc1	nt	16	-0.9	13
C[C@H]1CN([C@@H](C)CO)C(=O)c2cc(C#CCN(C)C)cnc2O[C@H]1CN(C)Cc1cccc(F)c1	1	-12	1.8	8
C[C@@H]1CN([C@@H](C)CO)S(=O)(=O)c2ccc(/C=C/c3ccccc3)cc2O[C@H]1CN(C)C(=O)c1ccccc1	5	127*	-1.2	-78
C[C@H](CO)N1C[C@H](C)[C@H](CN(C)Cc2ccc(Cl)c(Cl)c2)Oc2ccc(NS(=O)(=O)c3ccccc3)cc2C1=O	1	nt	0.6	11
CCCNC(=O)C[C@H]1CC[C@@H]2[C@@H](COc3ccc(NC(=O)c4ccccc4)cc3C(=O)N2C)O1	9	-5	-1.2	-12
Cn1cnc(CCNC(=O)C[C@H]2CC[C@@H]3[C@H](COC[C@@H](O)CN3C(=O)Nc3ccc(F)cc3)O2)c1	nt	8	2.2	-8
CO[C@@H]1CC[C@H]2CCOc3ccc(C#N)cc3C(=O)N(C)C[C@@H](C)C(=O)N(C)C[C@H]1O2	-4	11	-0.7	nt
C[C@H](CO)N1C[C@H](C)[C@H](CN(C)C(=O)CN(C)C)Oc2cc(C#CC(C)(C)O)ccc2S1(=O)=O	-3	14	0.6	63
CCCC(=O)Nc1ccc2c(c1)C(=O)N(C)[C@H]1CC[C@H](CC(=O)NCC(F)(F)F)O[C@@H]1CO2	2	-29	-0.1	14
C[C@H](CO)N1C[C@H](C)[C@H](CN(C)S(=O)(=O)c2cccs2)Oc2c(NC(=O)Nc3cccc4ccccc34)cccc2C1=O	nt	67	-0.7	-22
CN1[C@@H]2c3ccc(C4=CCCCC4)c(=O)n3C[C@H]1[C@H](CO)[C@H]2C(=O)NCc1cc(F)cc(F)c1	16	74	-0.1	nt
Cc1cccc(CN(C)C[C@@H]2OCc3cn(nn3)CCCC(=O)N([C@H](C)CO)C[C@@H]2C)c1	2	-33	0.3	-17
CC(C)NC(=O)Nc1cccc2c1O[C@@H](CN(C)S(=O)(=O)c1ccc(F)cc1)[C@H](C)CN([C@H](C)CO)C2=O	-7	39	0.0	4
Cc1ccc(S(=O)(=O)N(C)C[C@H]2Oc3cc(C#Cc4ccncc4)ccc3S(=O)(=O)N([C@@H](C)CO)C[C@@H]2C)cc1	0	67	-13	-86*
COCC(=O)Nc1ccc2c(c1)OC[C@H](C)N(C(=O)c1ccccn1)C[C@@H](C)[C@H](OC)CN(C)C2=O	1	27	0.2	13
C/C=C/c1ccc([C@@H]2[C@@H](CO)N(C(=O)Cc3cccnc3)[C@H]2CNC(C)=O)cc1	-9	38	-0.4	5
C[C@@H]1CN([C@@H](C)CO)C(=O)c2cc(NC(=O)NC3CCCCC3)ccc2O[C@H]1CN(C)C	3	-29	0.3	-10
COC(=O)[C@H]1[C@H](CO)[C@H]2Cn3c(cccc3=O)[C@H]2N1C(=O)C1CCC1	-3	52	0.5	16
C[C@@H]1CN([C@@H](C)CO)S(=O)(=O)c2ccc(/C=C/c3ccccc3)cc2O[C@H]1CN(C)C(=O)Nc1ccc(F)cc1	-9	131*	0.3	-73
Cc1ccc(S(=O)(=O)N(C)C[C@@H]2OCCCC[C@@H](C)Oc3ccc(NC(=O)NC(C)C)cc3C(=O)N([C@H](C)CO)C[C@@H]2C)cc1	8	-36	0.2	-73
C[C@@H]1CN([C@@H](C)CO)C(=O)c2cc(C#Cc3cccc(F)c3)cnc2O[C@H]1CN(C)C(=O)c1ccccc1F	2	110*	-0.9	-77
O=C(C[C@H]1CC[C@H](NC(=O)c2ccncc2)[C@H](CO)O1)NCc1ccncn1	-5	nt	-1.8	-2

An excerpt of these results, with two lines to a compound.
Below each SMILES – C diff growth | T cruzi growth | GASC1 inh | Pf Dd2 inh
C[C@H]1CN([C@@H](C)CO)S(=O)(=O)c2ccc(C3=CCCCC3)cc2O[C@@H]1CN(C)C(=O)CC1CC1
→ -5 | 59 | 0.5 | -14
O=C(C[C@@H]1CC[C@@H]2[C@H](COC[C@H](O)CN2CC2CCOCC2)O1)NCC1CCCCC1
→ -4 | 6 | 2.6 | 1

Hits appear at their usual frequency; any-hit rate near 6.8%.
